# rCAG binder: binders of r(CAG) RNA repeats, primary screen, biochemical, fluorescence; inhibition, % at 3 µM; 1.3% of 370,000 active; r(CAG) RNA repeat, TO-PRO-1 dye displacement fluorescence;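 active = inhibition above the plate cutoff, the mean of all test compounds on that plate plus 3 SD, cut at about 35% in these data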;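 note: 0% = DMSO alone and 100% = 100 µM mitoxantrone as full dye displacement; higher means more dye released from RNA so lower well fluorescence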
# DDE Tn6 FP inh: inhibitors of Tn6 peptide binding to fibrin DD(E), primary screen, biochemical, fluorescence polarization, human fibrin, Tn6 probe; AID 720509, 2013; Fibrinogen beta chain (Homo sapiens), P02675; Fibrin DD(E) TRITC-Tn6 fluorescence polarization displacement; 0.21% of 370,000 active; inhibition, % at 8.3 µM;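 active = inhibition above a per-campaign cutoff: mean of compounds within control limits plus 3 SD, cut at about 15% in these data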;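 note: 0% = median of all compound wells on the plate and 100% = blocking peptide control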
# Target sequence (P02675 whole entry, looked up): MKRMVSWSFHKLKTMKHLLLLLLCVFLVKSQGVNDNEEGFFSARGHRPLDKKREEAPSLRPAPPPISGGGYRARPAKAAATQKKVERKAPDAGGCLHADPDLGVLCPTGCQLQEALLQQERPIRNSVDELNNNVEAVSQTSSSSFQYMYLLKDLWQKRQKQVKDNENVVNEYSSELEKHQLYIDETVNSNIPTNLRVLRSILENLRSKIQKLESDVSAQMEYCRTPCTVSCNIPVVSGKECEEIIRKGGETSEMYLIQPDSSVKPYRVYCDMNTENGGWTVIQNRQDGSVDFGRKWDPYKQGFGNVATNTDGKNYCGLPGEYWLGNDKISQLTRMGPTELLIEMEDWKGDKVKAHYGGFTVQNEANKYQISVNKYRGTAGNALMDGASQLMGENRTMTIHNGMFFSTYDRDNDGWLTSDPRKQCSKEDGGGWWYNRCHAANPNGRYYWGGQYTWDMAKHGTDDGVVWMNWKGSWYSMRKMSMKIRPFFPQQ
# sPLA2-III inh: human group III sPLA2 inhibitors, primary screen, biochemical, QFRET, BODIPY PC-A2 liposome substrate; QFRET BODIPY PC-A2 liposome hydrolysis, fluorescence; inhibition, % at 12.2 µM; 0.56% of 370,000 active; AID 743126, 2013;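 active = inhibition above mean plus 3 SD of compounds lying within the high and low control bounds, cut at about 19% in these data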;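 note: 0% = median of test compound wells and 100% = no enzyme DMSO wells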
# FXN GAA850 act: FXN promoter activators, primary screen, cell-based, luciferase luminescence, HEK293 lucGAA850; HEK293 lucGAA850 FXN promoter luciferase reporter, 24 h; percent of 10 µM SAHA response; activation, % at 6 µM; 0.56% of 360,000 active;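 active = activation above the average of all compounds screened plus 3 SD, cutoff fixed separately per campaign, cut at about 7.5% in these data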;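 note: 0% = DMSO wells and 100% = 10 µM SAHA wells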
# ARFGAP1 inh: inhibitors of rat ARFGAP1 GAP activity, primary screen, biochemical, fluorescence polarization, GDP tracer | ADP-ribosylation factor GTPase-activating protein 1 (Rattus norvegicus), Q62848 | Arfgap1-stimulated ARF1 GTP hydrolysis, GDP FP detection | inhibition, % at 16.5 µM | 0.26% of 360,000 active;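 active = inhibition above a per-plate limit, mean inhibition of low control wells plus 3 SD, cut at about 25% in these data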;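 note: 0% = DMSO wells with enzyme and 100% = wells lacking Arfgap1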
# Target sequence (Q62848 1-136 limits assumed): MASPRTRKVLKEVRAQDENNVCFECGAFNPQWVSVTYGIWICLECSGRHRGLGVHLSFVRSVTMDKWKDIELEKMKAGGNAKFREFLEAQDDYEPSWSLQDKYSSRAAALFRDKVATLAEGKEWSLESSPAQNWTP
#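 system = rat Arfgap1 catalytic domain, aa 1-136 | technique = FP, GDP Alexa 633 tracer displaced from anti-GDP antibody, 620/688 nm | compound = one concentration, 16.5 µM, DMSO 1.26% | medium = HEPES-based buffer, pH 7.5 | timing = compound-enzyme preincubation 20 min, reaction 120 min, detection 60 min, 25 °C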
# GC-A act: GC-A stimulated cGMP production enhancers – HEK293 GC-A cells, cGMP TR-FRET, EC30 ANP, primary screen. Atrial natriuretic peptide receptor 1 (Homo sapiens), P16066. 0% at EC30 ANP, 100% saturating ANP. activation, % at 10 µM. 0.14% of 370,000 active. AID 1671463, 2021; in the data active = activation above about 40%
# ASAP1 GAP inh: inhibitors of human ASAP1 ArfGAP activity, primary screen, biochemical, fluorescence polarization; AID 624377, 2012; Arf-GAP with SH3 domain, ANK repeat and PH domain-containing protein 1 (Homo sapiens), …; inhibition, % at 16.5 µM; 0.19% of 360,000 active; ASAP1-stimulated ARF1 GTP hydrolysis, GDP FP detection; in the data active = inhibition above about 25%;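 note: 0% = vehicle with enzyme and substrate and 100% = no enzyme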
# NPR2 activator: human GC-B receptor activators, primary screen, HEK293 GC-B cells, cGMP TR-FRET, EC30 CNP; Atrial natriuretic peptide receptor 2 (Homo sapiens), P20594; 0% at EC30 CNP, 100% saturating CNP; activation, % at 10 µM; 0.11% of 370,000 active; AID 1920062, 2024;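 active = activation at 10 µM reaching about 35% in either raw or pattern-adjusted values, limit read from the data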
# ADAM10 inh: human ADAM10 inhibitors, primary screen, biochemical, QFRET, HTS | inhibition, % at 7 µM | recombinant ADAM10, EDANS/DABCYL FRET peptide cleavage, 3 h | 0.62% of 370,000 active;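 active = inhibition above a per-campaign cutoff equal to the mean of compounds falling between control-based bounds plus 3 SD, cut at about 20% in these data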;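 note: 0% = DMSO wells while the 100% control is not disclosed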
# proKLK7 act: proKLK7 zymogen activators, primary screen, biochemical, fluorescence intensity | activation, % at 7 µM | 0.9% of 370,000 active | purified proKLK7, EDANS-DABCYL substrate fluorescence; 100% is mature enzyme control, 0% vehicle | AID 652039, 2013;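 active = activation above the mean of all tested compounds plus 3 SD, computed per campaign excluding outliers beyond control limits, cut at about 13% in these data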
# Target sequence (P49862 whole entry, looked up): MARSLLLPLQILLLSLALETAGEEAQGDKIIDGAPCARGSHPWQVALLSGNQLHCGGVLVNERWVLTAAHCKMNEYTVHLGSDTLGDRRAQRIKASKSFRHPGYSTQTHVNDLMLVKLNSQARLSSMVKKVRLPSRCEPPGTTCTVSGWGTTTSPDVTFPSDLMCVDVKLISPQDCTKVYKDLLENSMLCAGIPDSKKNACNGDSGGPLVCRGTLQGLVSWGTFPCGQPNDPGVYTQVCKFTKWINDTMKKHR
# Starred values were filed as active, the others as inactive; i = inactive; · = not tested or not shown.
mol	FXN GAA850 act	GC-A act	DDE Tn6 FP inh	ASAP1 GAP inh	proKLK7 act	NPR2 activator	rCAG binder	sPLA2-III inh	ARFGAP1 inh	ADAM10 inh
Cc1ccc(-c2csc(NC(=O)c3c(C)noc3C)n2)cc1C	2.1	6	-1	4	0.3	1	7	-6	8	-2
O=C(c1ccc2c(=O)n(Cc3ccco3)c(=S)[nH]c2c1)N1CCN(c2ccccc2)CC1	-2.0	-6	4	-4	0.1	4	4	5	11	5
O=c1oc2ccc(Cl)cc2nc1/C=C(\O)c1cccs1	7.1	0	7	-10	0.8	-4	5	0	9	4
O=C(C1CC1)N1CCc2cc(S(=O)(=O)NC3CCN(Cc4ccccc4)CC3)ccc21	0.6	-1	-9	-4	-0.2	-3	1	-16	8	4
CCCCSc1ncc(C(=O)OCC)c(N)n1	2.7	0	-3	-3	0.1	1	0	5	-11	8
Cc1c(C)c2cc(Cl)c(O)c(CN3CCN(C)CC3)c2oc1=O	-0.7	4	-1	-3	76*	5	4	-1	4	i
CC(=O)Nc1ccc(N=Nc2c(C)[nH]n(C(N)=S)c2=O)cc1	3.3	-2	6	4	0.3	-11	-4	8	-5	-5
Cn1c(CCN2CCCCC2)nc2cc([N+](=O)[O-])ccc21	7.7*	0	-2	-10	0.6	1	2	-4	-3	5
O=C1C=C(c2cccc(OCc3ccccc3)c2)C[C@@H](c2ccc3c(c2)OCO3)C1	-1.6	11	2	-16	0.1	9	5	-8	4	18
CCOC(=O)C1CCCN(C2CC(=O)N(c3ccc(N4C(=O)CC(N5CCCC(C(=O)OCC)C5)C4=O)cc3)C2=O)C1 (stereo not given)	2.0	1	1	1	0.4	9	-7	-3	-11	-6
COc1cc(OC)cc(C(=O)NCC(=O)NC(C)CCc2ccccc2)c1 (stereo not given)	-0.1	-3	-5	1	-0.3	-8	-1	1	2	-3
CCCCOc1ccccc1-c1cc(C(=O)O)[nH]n1	-0.2	6	3	4	-0.1	3	0	6	10	0
CCCCn1nc2cc(C(=O)NC3CCc4ccccc43)ccc2c1OCC (stereo not given)	-2.4	1	1	4	-24	4	-1	-3	5	i
COc1ccc(N(CC(=O)NCCSC2CCCCC2)S(C)(=O)=O)c(OC)c1	1.7	3	-1	9	0.0	-5	-8	-7	-8	2
CCCc1nc(C)cc(N2CCN(c3ccccc3)CC2)n1	-2.3	-4	9	-7	0.1	-3	-7	5	5	4
CCC(C)NC(=O)C1CCN(S(=O)(=O)c2ccc(-n3cnnn3)cc2)CC1 (stereo not given)	0.6	-1	-1	-8	0.8	-1	1	4	-7	-1
O=C(NCC(=O)N1CCOCC1)c1ccc(Cl)c(Cl)c1	1.2	1	-8	-3	0.4	-3	1	0	7	-6
O=C(/C=C/c1cccc(F)c1)N1CCN(c2ccccn2)CC1	3.6	-3	2	-8	0.2	-11	-7	0	14	-4
O=C(c1cccs1)N1CCN(C(=O)C(c2ccccc2)c2ccccc2)CC1	-1.8	-3	0	6	0.6	2	-5	-6	11	1
Cc1ccc(S(=O)(=O)N(Cc2ccc(F)cc2)Cc2ccco2)cc1	0.3	-1	2	-3	0.3	-2	-2	-10	3	4
C=CC1CN(CC(=O)OC)S(=O)(=O)c2ccccc21 (stereo not given)	-1.7	-1	-4	7	-0.1	-3	2	12	-2	4
COc1cccc(S(=O)(=O)N(C)C[C@@H]2OCc3cnnn3CCCC(=O)N([C@@H](C)CO)C[C@H]2C)c1	1.3	-1	1	1	-0.2	-4	1	3	4	-10
c1csc(CNc2ncnc3ccc(-c4ccc5c(c4)OCCO5)cc23)c1	1.1	2	-11	11	0.3	-1	8	-30	0	-98
Cc1cccc(C)c1NC(=O)C(=O)NCCOc1ccc(Cl)cc1	0.1	3	3	-12	-0.5	2	-7	-7	-4	2
CC(C)(C)NC(=O)COC(=O)C1c2ccccc2Oc2ccccc21	0.8	-4	4	6	0.2	3	-1	-7	6	1
O=S(=O)(c1cccs1)N1CCC(c2cn3ccccc3n2)CC1	·	3	5	·	0.9	-2	7	2	·	-31
CC(=O)c1cc(NC(=O)c2ccc(C)cc2)c(=O)oc1C	6.0	0	4	-2	0.4	-2	4	1	5	-13
COc1ccc(CCNC(=O)CN2C(=O)NC(c3ccccc3)(c3ccccc3)C2=O)cc1	0.7	-5	-1	19	0.2	0	0	-13	-1	2
CC1CCN(c2ccc(NC(=O)c3ccccc3[N+](=O)[O-])cc2)CC1	4.4	1	-6	-2	-0.4	3	7	9	1	4
COc1ccc(NC(=O)c2ccccc2S(=O)c2ccccc2C#N)cc1 (stereo not given)	0.0	3	-5	-9	0.5	-2	-1	2	10	0
CCC(=O)Nc1ccc(N2CCN(Cc3ccccc3)CC2)cc1	1.9	1	6	-17	0.5	2	-7	5	-9	6
O=C(CSc1nc2ccccc2c(=O)n1-c1ccc(F)cc1)Nc1ccc(N2CCOCC2)cc1	1.2	-3	6	2	-0.5	2	-2	3	-10	2
COc1ccc(C2CC(c3ccccc3)=NN2c2ccc(Cl)c(C(=O)O)c2)cc1 (stereo not given)	2.1	8	4	10	-20	0	61*	-33	-11	i
CCOC(=O)CC1C(=O)NCCN1S(=O)(=O)c1ccc(Br)cc1 (stereo not given)	0.5	4	6	4	-0.8	3	-1	0	5	-2
CCNC(=O)C1(C)CCCN(Cc2ccc(-c3ccccc3)o2)C1 (stereo not given)	0.9	1	-2	19	0.2	6	-1	-5	1	5
CC(OC(=O)c1ccco1)C(=O)NC1CCCC1 (stereo not given)	-0.1	-3	-1	-1	0.2	-5	3	-1	-6	3
COC(=O)[C@H](CCSC)NC(=O)Nc1ccc(C(C)C)cc1	0.0	-1	-5	0	0.8	-3	-1	-5	-17	-4
O=S(=O)(c1ccccc1)C1(C2CC(c3ccccc3)=NO2)CC(O)C1 (stereo not given)	-0.3	2	3	9	0.3	1	-4	2	5	5
CN(CC(=O)N(CCO)Cc1ccccc1)S(=O)(=O)c1ccc2c(c1)c(=O)n(C)c(=O)n2C	0.6	-2	1	3	-0.1	-4	-4	2	1	-6
CCOc1ccc(S(=O)(=O)NC(C)C)cc1C(N)=O	1.2	8	10	10	-0.1	1	1	-3	5	-2
CC(C)CN1CCC(=O)N([C@H](COc2ccccc2)Cc2ccccc2)CC1	0.2	-1	11	-10	0.2	-1	-11	0	-4	2
CSc1ccc(Cl)c(C(=O)OCC(=O)N2CCNC2=O)c1	0.8	-1	10	-7	0.2	-3	2	-5	-12	-70
Nc1c(Cl)cc(-c2csc(N3CCCC3c3nc4cc(Cl)c(N5CCCCC5)cc4n3CCCO)n2)cc1Cl (stereo not given)	2.8	1	-3	3	-1.0	0	15	2	-10	11
COC(=O)CC(=O)CSc1nc2c(cc1C#N)CCCCC2	1.7	3	5	-3	4.1	-2	3	9	-8	-38
Oc1c(Cl)cc(Cl)cc1C=Nc1ccc(N2CCOCC2)cc1	1.9	6	-2	-11	-1.1	-6	0	6	-8	2
Cc1cc(C)nc(N(C#N)CC(=O)Nc2ccccc2)n1	1.1	2	2	1	0.4	0	4	-3	-1	2
O=C(CCc1c[nH]c2ccccc12)N1CCN(c2ccc(O)cc2)CC1	0.7	1	0	6	0.6	3	5	-18	1	1
COc1ccc(Cl)cc1S(=O)(=O)N1CCCC(C(=O)NCc2ccccn2)C1 (stereo not given)	-0.3	1	-5	-7	-0.5	-2	-4	-1	12	-3

# Entries shown so far that contain four or more nitrogen atoms, in the order listed:
mol	FXN GAA850 act	GC-A act	DDE Tn6 FP inh	ASAP1 GAP inh	proKLK7 act	NPR2 activator	rCAG binder	sPLA2-III inh	ARFGAP1 inh	ADAM10 inh
O=C(c1ccc2c(=O)n(Cc3ccco3)c(=S)[nH]c2c1)N1CCN(c2ccccc2)CC1	-2.0	-6	4	-4	0.1	4	4	5	11	5
CC(=O)Nc1ccc(N=Nc2c(C)[nH]n(C(N)=S)c2=O)cc1	3.3	-2	6	4	0.3	-11	-4	8	-5	-5
Cn1c(CCN2CCCCC2)nc2cc([N+](=O)[O-])ccc21	7.7*	0	-2	-10	0.6	1	2	-4	-3	5
CCOC(=O)C1CCCN(C2CC(=O)N(c3ccc(N4C(=O)CC(N5CCCC(C(=O)OCC)C5)C4=O)cc3)C2=O)C1 (stereo not given)	2.0	1	1	1	0.4	9	-7	-3	-11	-6
CCCc1nc(C)cc(N2CCN(c3ccccc3)CC2)n1	-2.3	-4	9	-7	0.1	-3	-7	5	5	4
CCC(C)NC(=O)C1CCN(S(=O)(=O)c2ccc(-n3cnnn3)cc2)CC1 (stereo not given)	0.6	-1	-1	-8	0.8	-1	1	4	-7	-1
COc1cccc(S(=O)(=O)N(C)C[C@@H]2OCc3cnnn3CCCC(=O)N([C@@H](C)CO)C[C@H]2C)c1	1.3	-1	1	1	-0.2	-4	1	3	4	-10
O=C(CSc1nc2ccccc2c(=O)n1-c1ccc(F)cc1)Nc1ccc(N2CCOCC2)cc1	1.2	-3	6	2	-0.5	2	-2	3	-10	2
CN(CC(=O)N(CCO)Cc1ccccc1)S(=O)(=O)c1ccc2c(c1)c(=O)n(C)c(=O)n2C	0.6	-2	1	3	-0.1	-4	-4	2	1	-6
Nc1c(Cl)cc(-c2csc(N3CCCC3c3nc4cc(Cl)c(N5CCCCC5)cc4n3CCCO)n2)cc1Cl (stereo not given)	2.8	1	-3	3	-1.0	0	15	2	-10	11
Cc1cc(C)nc(N(C#N)CC(=O)Nc2ccccc2)n1	1.1	2	2	1	0.4	0	4	-3	-1	2

# Given with each value named: entries from further up
molecule: Nc1c(Cl)cc(-c2csc(N3CCCC3c3nc4cc(Cl)c(N5CCCCC5)cc4n3CCCO)n2)cc1Cl (stereo not given)
- FXN GAA850 act: 2.8
- GC-A act: 1
- DDE Tn6 FP inh: -3
- ASAP1 GAP inh: 3
- proKLK7 act: -1.0
- NPR2 activator: 0
- rCAG binder: 15
- sPLA2-III inh: 2
- ARFGAP1 inh: -10
- ADAM10 inh: 11
molecule: COC(=O)CC(=O)CSc1nc2c(cc1C#N)CCCCC2
- FXN GAA850 act: 1.7
- GC-A act: 3
- DDE Tn6 FP inh: 5
- ASAP1 GAP inh: -3
- proKLK7 act: 4.1
- NPR2 activator: -2
- rCAG binder: 3
- sPLA2-III inh: 9
- ARFGAP1 inh: -8
- ADAM10 inh: -38

# Screening data deposited in PubChem BioAssay by several laboratories.
